Assay outcomes as filed in PubChem.
APJ antagonist = blocks the human apelin receptor APJ; 0.32% of 330,000 active; inhibition, % at 20 µM; CHO-K1 APJ beta-arrestin complementation, luminescence;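 active = inhibition above about 40% at 20 µM, limit read from the data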;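 also: cells challenged with 10 nM apelin-13 agonist together with compound; plate controls were apelin-13 plus DMSO wells for no effect and DMSO wells lacking apelin-13 for full effect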
Target sequence (P35414 whole entry, looked up): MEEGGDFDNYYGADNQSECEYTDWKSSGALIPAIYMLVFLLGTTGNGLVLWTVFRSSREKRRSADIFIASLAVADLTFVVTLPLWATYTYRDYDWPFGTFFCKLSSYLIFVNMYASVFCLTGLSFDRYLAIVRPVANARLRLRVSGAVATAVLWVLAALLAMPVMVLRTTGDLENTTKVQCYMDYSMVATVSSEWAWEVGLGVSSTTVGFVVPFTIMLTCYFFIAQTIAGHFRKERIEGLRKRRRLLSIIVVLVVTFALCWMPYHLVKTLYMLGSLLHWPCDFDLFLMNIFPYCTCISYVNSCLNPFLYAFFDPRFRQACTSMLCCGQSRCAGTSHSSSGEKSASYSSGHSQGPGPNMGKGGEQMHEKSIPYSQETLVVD
GRIN3A LBD mod = NR3A (human) ligand-binding domain modulation. AID 1259313. Tm shift relative to glycine control, % at 25 µM. 2.5% of 340,000 active. NR3A LBD differential scanning fluorimetry, Tm shift; 0% = protein alone, 100% = glycine-bound protein;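 active = melting temperature shift of at least 10% of the positive control shift, at one fixed dose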
APJ ag = agonists of human APJ apelin receptor; P35414; CHO-K1 APJ PathHunter beta-arrestin, luminescence; 0% DMSO wells, 100% apelin; activation, % at 20 µM; 0.11% of 330,000 active; AID 2520;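 active = activation more than six SD over the plate average, tested at 20 µM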;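 also: 0% = DMSO alone and 100% = apelin-13 at 10 nM; some results filed as inactive read as strong as hits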
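Test system – PathHunter CHO-K1 APJ (AGTRL-1) beta-arrestin reporter cells · Input – 1000 cells/well · Compound – single test compound dose, 20 µM final, 1% DMSO · Times – compound stimulation 90 min at 25 °C, detection 60 min · Technique – beta-gal luminescence · Read-out basis – APJ–arrestin association signal · Control set – negative DMSO alone, positive Apelin-13 at 10 nM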
beta cell repl = induces beta-cell replication in MIN6 cells; MIN6 cells proliferation, ATPlite luminescence, 48 h; cells starved in 0.2% serum; 100% = growth in 10% serum; proliferation, % at 10 µM; 0.29% of 330,000 active;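 active = compounds whose signal lies at least 3.5 SD above the mean of all wells on their plate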;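 also: 0% = DMSO-treated cells in low-serum medium and 100% = 10% serum control; some compounds called inactive have numbers as strong as hits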
tim10-1 inh = inhibits growth of tim10-1 mutant yeast; S. cerevisiae tim10-1 ts strain growth, BacTiter-Glo, 24 h; inhibition, % at 20 µM; 2.2% of 330,000 active; AID 463190;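 active = inhibition of at least 40%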;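 also: mutant grown at 25 °C; 0% = DMSO wells with yeast and 100% = wells holding no yeast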
tim23-1 inh = growth inhibitors of tim23-1 mutant yeast; S. cerevisiae tim23-1 growth, BacTiter-Glo luminescence, 24 h; AID 463212; inhibition, % at 20 µM; 1.3% of 330,000 active;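 active = growth inhibition of the mutant yeast at or above 50%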;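 also: temperature-sensitive mutant grown at 25 °C; plate controls were DMSO-treated mutant yeast for no effect and medium wells lacking yeast for full effect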
TIM10 inh = inhibits growth of TIM10 yeast strain; 1.4% of 330,000 active; inhibition, % at 10 µM; S. cerevisiae TIM10 strain growth, BacTiter-Glo luminescence, 24 h;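 active = inhibition of 40% or more at the single tested concentration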;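 also: wild-type TIM10 isogenic control strain grown at permissive 25 °C; 0% = DMSO yeast wells and 100% = minimal medium wells without yeast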
NALP3 yeast inh = NALP3 inhibition in yeast; inhibition, % at 10 µM; AID 2825; 0.39% of 330,000 active; Yeast reconstituted NLRP3/ASC/caspase-1, beta-gal luminescence, 24 h;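 active = inhibition of 50% or more; inactive = inhibition below 50%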;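 also: plate controls were induced DMSO wells for no effect and uninduced yeast grown without galactose for full effect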
MPTP inh = permeability transition pore inhibition. isolated mouse mitochondria, Ca2+ swelling absorbance, 30 min. inhibition, % at 10 µM. 1.4% of 360,000 active. AID 602449;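 active = inhibition of 50% or more, scaled per plate between neutral and stimulator controls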;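 also: 0% = DMSO wells given calcium and 100% = 1 mM EGTA wells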
An asterisk follows results filed as active. Compounds were not picked by outcome; about 7.2% have a hit in one of these screens.

#	canonical_smiles	APJ antagonist	GRIN3A LBD mod	APJ ag	beta cell repl	tim10-1 inh
1	C/C(=N\O)C(C)NC(=O)c1ccccc1 (stereo not drawn)	-2	-1	4	-1	6
2	Cc1ccc(C(=O)N/N=C(/CC(=O)c2cccs2)C(F)(F)F)cc1	11	-2	1	-2	47*
3	Cc1ccccc1-n1nnnc1SCC(=O)Nc1ccc(N2CCN(C)CC2)cc1	17	0	1	-4	2
4	C=C(C)COc1ccc2c(C)c(CC(=O)OC)c(=O)oc2c1C	-1	7	5	-3	80*
5	Cc1cc(C)cc(NC(=O)c2ccc(CN3CCc4ccccc4C3)cc2)c1	17	1	-3	-4	-17
6	CC(C)=CC1C(C(=O)Nc2ccc(Br)cn2)C1(C)C (stereo not drawn)	17	-2	-1	-1	9
7	CCOc1cccc2sc(N(CCN(C)C)C(=O)c3cc4ccccc4cc3OC)nc12	13	0	-3	-8	35
8	O=c1[nH]c(SCCOc2ccccc2F)nc2ccccc12	2	-6	-1	4	10
9	CC(C)NC(=O)CN(C(=O)CCC(=O)Nc1nccs1)c1ccc2c(c1)OCO2	0	-2	-4	-4	-19
10	Cc1ccc2c(C)nc(SC(C(=O)c3ccccc3)c3ccccc3)nc2c1 (stereo not drawn)	8	4	2	0	29
11	Cc1n[nH]c(C)c1-c1nc2ccccc2[nH]1	2	1	2	0	7
12	Cc1c(NC2=CC(=O)CCC2)c(=O)n(-c2ccccc2)n1C	11	-2	-4	-3	-2

#	tim23-1 inh	TIM10 inh	NALP3 yeast inh	MPTP inh
1	10	6	12	0.0
2	47	27	-3	55*
3	-14	-4	10	-0.4
4	61*	87*	66*	75*
5	-2	-11	41	1.3
6	42	4	30	2.3
7	31	31	24	-0.2
8	8	-7	7	-4.2
9	-6	14	13	-0.4
10	14	-22	11	2.1
11	17	-5	-1	1.2
12	-2	-7	7	1.3

The results go on:
#	canonical_smiles	APJ antagonist	GRIN3A LBD mod	APJ ag	beta cell repl	tim10-1 inh
13	CCCn1c(C(C)NS(=O)(=O)c2ccccc2)n[nH]c1=S (stereo not drawn)	0	3	0	3	3
14	C=C1C(=O)C=C[C@]2(C)C[C@@H]3OC(=O)[C@](C)(O)[C@H]3C[C@@H]12	10	10	0	-9	12
15	CCCn1c(SC(C)C(=O)NCC2CCCO2)nc2sc3c(c2c1=O)CCC3 (stereo not drawn)	14	0	-6	6	17
16	CCN(C(=O)COC(=O)CCC(=O)c1cccs1)C1CCCCC1	10	-2	-1	6	28
17	O=C(NCCCn1ccnc1)C1CCN(S(=O)(=O)c2ccc(F)cc2)CC1	3	-2	0	-2	2
18	CCN(CC)C(=O)CSc1nc2nc(C)cc(C)c2c(=O)[nH]1	10	1	-3	-3	-13
19	COc1cc(CNCC2CCCO2)ccc1OCC(N)=O (stereo not drawn)	12	-1	0	-4	0
20	O=C(NNC(=O)c1cc(Cl)ccc1O)c1ccc(NS(=O)(=O)c2cccs2)cc1	2	7	-2	-5	18
21	Cc1ccc2c(CN3CCCCC3)cc(=O)oc2c1	14	0	-3	0	-3
22	O=C(/C=C/c1cccc([N+](=O)[O-])c1)NCCc1ccc(F)cc1	15	1	-2	0	13
23	CCOc1ccccc1-n1c(SCC(=O)N(C(C)C)C(C)C)nnc1-c1cccnc1	4	1	-3	2	16
24	COc1ccccc1C(NC(=O)CC(C)C)c1c(O)ccc2ccccc12 (stereo not drawn)	-19	0	-5	-3	-4

#	tim23-1 inh	TIM10 inh	NALP3 yeast inh	MPTP inh
13	0	-9	9	-0.2
14	13	13	22	0.1
15	16	3	7	-2.0
16	22	15	-4	-0.3
17	-3	-6	8	-0.1
18	7	-4	23	-1.1
19	6	5	13	-1.3
20	10	7	10	0.6
21	4	3	14	-0.6
22	5	22	18	0.6
23	-61	7	13	-0.4
24	2	3	11	0.8

(more compounds)
#	canonical_smiles	APJ antagonist	GRIN3A LBD mod	APJ ag	beta cell repl	tim10-1 inh
25	CCN(C[C@H]1N[C@@](CC)(C(=O)OC)[C@H]2C(=O)N(Cc3ccccc3)C(=O)[C@@H]12)C(=O)c1ccc(C(C)(C)C)cc1	6	1	4	-4	16
26	CCNC(=O)Cc1ccc(S(=O)(=O)N2CCOCC2)s1	-5	0	-4	-1	0
27	CCCCc1ccc(Nc2ncnc3nc[nH]c23)cc1	-6	-10	-3	-4	16
28	CC(C)N1CCN(C(=O)c2ccc([N+](=O)[O-])cc2)CC1	4	0	-1	-4	6
29	CNC(=O)C1(C(F)(F)F)C/C(=C\CCO)CCCO1 (stereo not drawn)	-67	1	6	-1	-8
30	COc1ccc(/C=C2\SC(=S)N(CCC(=O)Nc3cccc(O)c3)C2=O)cc1OC	2	2	-1	1	-7
31	COc1ccc(C(=O)NCC(=O)OCc2cccc(Br)c2)cc1	5	-508	-4	3	3
32	Cc1cccc(-c2nnc(-c3ccc(N)cc3)o2)c1	-7	4	-4	-2	12
33	CCOc1ccc(S(=O)(=O)N2CCCC(C(=O)NCc3cccnc3)C2)cc1Cl (stereo not drawn)	-11	-1	-1	0	13
34	N#Cc1c(/N=C/C=C/c2ccccc2)sc2c1CCCC2	7	0	-1	-3	22
35	CCc1nc2ccccc2n1CC(=O)N1CCN(Cc2ccccc2)CC1	-4	-3	-3	1	7
36	CC(C)n1c(NCCc2ccccc2)nc2c1c(=O)n(C)c(=O)n2C	0	1	7	-3	6

#	tim23-1 inh	TIM10 inh	NALP3 yeast inh	MPTP inh
25	25	15	4	0.0
26	7	6	20	0.5
27	27	-1	19	48
28	7	8	15	1.0
29	-7	6	18	0.6
30	-17	-19	6	-1.3
31	9	-1	0	-0.2
32	34	24	23	-2.3
33	7	-9	4	-1.1
34	11	2	10	-2.3
35	10	4	12	-0.4
36	-7	2	-6	23

(list continues)
#	canonical_smiles	APJ antagonist	GRIN3A LBD mod	APJ ag	beta cell repl	tim10-1 inh
37	Cc1cc(C(=O)Nc2cc(C)on2)on1	7	0	-1	0	4
38	COC(=O)c1noc(-c2ccc(C)cc2)n1	-6	-4	-4	0	3
39	CCn1c(CNc2ccc(C)cc2)nnc1SCC(N)=O	1	1	-3	-3	5
40	CN(C)CCNC(=O)c1c(CSc2ccc(Cl)cc2)noc1C(=O)NCc1ccccc1	-7	2	6	-8	16
41	Cc1cc(=O)[nH]c(SCC(=O)O)c1C#N	-1	1	-1	-5	7
42	O=C(COC(=O)CSc1ccc2ccccc2c1)NC1CC1	4	-1	-2	2	-1
43	CC(=O)Nc1ccc(/C=N/NC(=O)c2cccc(S(=O)(=O)N3CCOCC3)c2)cc1	2	-5	-1	1	5
44	Cc1ccc(NC(=S)NCc2ccccc2)cc1C	5	-5	-4	-5	2
45	COc1cc(/C=C/C(=O)O)cc(S(=O)(=O)Nc2ccccc2Cl)c1OC	6	0	-1	1	9
46	CC(C)c1cc(NC(=O)c2ccccc2)cc(C(C)C)c1O	-38	-1	0	-4	20
47	CCOC(=O)N1CCN(C(=O)C2CCN(S(=O)(=O)c3ccc(C)cc3)CC2)CC1	-5	4	-2	0	13
48	COc1ccc(CCNC(=O)c2cccs2)cc1OC	14	0	0	-1	-3

#	tim23-1 inh	TIM10 inh	NALP3 yeast inh	MPTP inh
37	13	8	-1	-1.9
38	3	-5	4	-2.8
39	6	-27	13	-0.7
40	22	13	6	-1.6
41	5	16	14	0.2
42	14	-2	1	0.2
43	8	17	-1	-1.2
44	18	27	27	8.5
45	11	1	8	-0.9
46	13	-12	5	2.1
47	12	7	10	0.8
48	5	-3	4	-1.2

(more compounds)
#	canonical_smiles	APJ antagonist	GRIN3A LBD mod	APJ ag	beta cell repl	tim10-1 inh
49	O=C(C1=C[C@H](c2ccccc2)C[C@H](OCc2ccc(CO)cc2)O1)N1CCOCC1	9	2	-5	1	6
50	O=C(COC(=O)c1ccncc1)c1ccccc1	6	-2	1	-3	23
51	COCCn1c(C)cc(C(=O)COc2ncnc3ccc(Br)cc23)c1C	2	0	-2	2	11
52	COc1ccc(N(CC(=O)Nc2ccccc2OC)S(=O)(=O)c2ccc(NC(C)=O)cc2)cc1	13	-7	-2	-2	15
53	COC(=O)C1CCN(Cc2c(C(=O)N3C[C@@H](C)O[C@@H](C)C3)nc3ccc(Cl)cn23)CC1	14	1	-2	1	-9
54	CN(CC(=O)NC(=O)NC1CCCCC1)c1ccccc1	14	4	-5	-3	0
55	CS(=O)(=O)c1ccc(NC(=O)c2ccc3c(c2)S(=O)(=O)N=C2CCCCCN23)cc1	34	-1	4	1	-7
56	CC(C)CC1Nc2ccc(C(=O)NCCCN3CCCCC3C)cc2NC1=O (stereo not drawn)	13	4	2	1	6
57	Cc1ccc(S(=O)(=O)N/N=C/c2ccccc2O)cc1	-15	0	-3	-3	9
58	O=C(CN1CCN(C(=O)c2ccco2)CC1)NCc1ccc(Cl)cc1	-47	0	1	1	-22
59	CCOC(=O)C1=C(c2ccccc2)Nc2ncnn2C1c1cccc(O)c1 (stereo not drawn)	9	2	-3	1	-7

#	tim23-1 inh	TIM10 inh	NALP3 yeast inh	MPTP inh
49	-4	-4	-9	-0.4
50	14	5	-4	1.0
51	19	43*	21	-0.7
52	14	6	2	0.4
53	7	10	-2	-0.4
54	5	4	20	-0.4
55	5	3	17	0.9
56	-5	9	17	-0.4
57	24	-3	31	0.2
58	-5	-11	-8	0.0
59	16	-3	-9	1.2

In the list so far, these contain a thiophene ring, fused or not.
#	canonical_smiles	APJ antagonist	GRIN3A LBD mod	APJ ag	beta cell repl	tim10-1 inh
2	Cc1ccc(C(=O)N/N=C(/CC(=O)c2cccs2)C(F)(F)F)cc1	11	-2	1	-2	47*
15	CCCn1c(SC(C)C(=O)NCC2CCCO2)nc2sc3c(c2c1=O)CCC3 (stereo not drawn)	14	0	-6	6	17
16	CCN(C(=O)COC(=O)CCC(=O)c1cccs1)C1CCCCC1	10	-2	-1	6	28
20	O=C(NNC(=O)c1cc(Cl)ccc1O)c1ccc(NS(=O)(=O)c2cccs2)cc1	2	7	-2	-5	18
26	CCNC(=O)Cc1ccc(S(=O)(=O)N2CCOCC2)s1	-5	0	-4	-1	0
34	N#Cc1c(/N=C/C=C/c2ccccc2)sc2c1CCCC2	7	0	-1	-3	22
48	COc1ccc(CCNC(=O)c2cccs2)cc1OC	14	0	0	-1	-3

#	tim23-1 inh	TIM10 inh	NALP3 yeast inh	MPTP inh
2	47	27	-3	55*
15	16	3	7	-2.0
16	22	15	-4	-0.3
20	10	7	10	0.6
26	7	6	20	0.5
34	11	2	10	-2.3
48	5	-3	4	-1.2
